Screens: PubChem BioAssay, National Center for Advancing Translational Sciences (NCATS)
DT40 TDP1 no CPT: qHTS for Inhibitors of human tyrosyl-DNA phosphodiesterase 1 (TDP1): qHTS in cells in absence of CPT; Potency, µM (doses to about 46.2 µM), for the others: at the highest dose activity change, negative = growth inhibition, most hits filed as inhibitors; AID 686978, 2013; DT40 Tdp1-/- hTDP1 cells, no CPT, ATP luminescence, 48 h; 15% of 420,000 active; also: nearly all actives have a fitted effect of over 55% in size
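No-CPT arm: Tdp1-/-;hTDP1 DT40 cells (400/well) plus compounds, incubated ≥48 hr at 37 °C. Readout CellTiter-Glo luminescence.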
TDP1 cell CPT: qHTS for Inhibitors of human tyrosyl-DNA phosphodiesterase 1 (TDP1): qHTS in cells in presence of CPT | chicken DT40 Tdp1-/-;hTDP1 cells + 20 nM CPT, ATP luminescence, 48 h | Potency, µM (titrated, usually from 46.2 µM), for the others: top-dose activity change, negative = growth inhibition, usual class: inhibitors | 12% of 420,000 active; also: nearly all actives have a fitted effect of over 55% in size
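Cell growth measured by CellTiter-Glo luminescence after a minimum 48 h, 37 C compound exposure with 20 nM CPT in Tdp1-knockout DT40 cells stably expressing hTDP1, seeded 400/well; qHTS titration format.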
TDP1 inh: qHTS Assay for Inhibitors of Tyrosyl-DNA Phosphodiesterase (TDP1). 0.28% of 350,000 active. Potency, µM (doses to about 130 µM), without a hit: top-dose activity change, negative = inhibition, most hits filed as inhibitors. recombinant TDP1, AlphaScreen DNA substrate cleavage. AID 485290, 2010; also: nearly all actives have a fitted effect of over 40% in size
Target sequence (Q9NUW8 whole entry, looked up): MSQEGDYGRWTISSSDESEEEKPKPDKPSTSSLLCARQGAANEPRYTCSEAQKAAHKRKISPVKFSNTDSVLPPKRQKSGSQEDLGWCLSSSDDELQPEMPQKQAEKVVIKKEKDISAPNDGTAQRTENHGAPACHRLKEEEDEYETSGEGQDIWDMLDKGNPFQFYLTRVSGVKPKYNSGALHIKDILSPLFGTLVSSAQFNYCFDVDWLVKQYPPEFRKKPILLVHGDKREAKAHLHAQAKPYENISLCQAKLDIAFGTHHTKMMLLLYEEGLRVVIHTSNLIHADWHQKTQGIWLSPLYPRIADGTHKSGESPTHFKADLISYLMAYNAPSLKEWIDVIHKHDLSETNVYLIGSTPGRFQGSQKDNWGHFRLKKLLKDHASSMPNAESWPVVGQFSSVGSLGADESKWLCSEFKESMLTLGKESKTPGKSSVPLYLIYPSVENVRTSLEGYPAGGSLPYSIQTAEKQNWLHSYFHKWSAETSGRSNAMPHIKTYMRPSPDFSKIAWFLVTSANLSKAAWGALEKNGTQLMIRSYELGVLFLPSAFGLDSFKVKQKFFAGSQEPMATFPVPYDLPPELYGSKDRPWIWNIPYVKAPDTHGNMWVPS
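Enzyme-compound mixtures sat 15 min at room temperature, followed by a 5 min reaction with 15 nM final substrate and 10 min with AlphaScreen beads. Recombinant human Tdp1 was used at 1 nM final.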
* hit, by the source's call; ? = inconclusive; / = not tested or not shown; & = joins results of further samples; [ ] = another dose, or the depositor's remark. Calls follow the shape of the dose curve; as a rule, active = well fitted curve in the direction sought with a large enough effect; inconclusive = small, poorly fitted or top-dose-only effect, or another doubt; inactive = no such curve, though single readings can be large; an effect the other way counts as inactive or inconclusive. % is scaled to controls: 0 for no effect and ±100 for the full control effect; potency is read from the fitted curve at half-maximal effect.

SMILES	DT40 TDP1 no CPT	TDP1 cell CPT	TDP1 inh
O=C(COC(=O)C1CC2C=CC1C2)NCc1ccccc1Cl (stereo not drawn)	-4%	4%	-10%
COC(=O)c1cccc(NC(=O)c2nn(C(C)C)c(=O)c3ccccc23)c1	-15%	-5%	2%
O=C(NNC1=NCCC1)c1cccc(S(=O)(=O)N2CCOCC2)c1	11%	-5%	4%
O=c1c2ccccc2ncn1/N=C/c1ccccc1	-4%	-7%	/
COc1ccc(-c2cc3ccccc3oc2=O)cc1NC(=S)NC(=O)c1ccc2c(c1)OCCO2	9.2µM*	12µM*	2%
COc1cccc(C(=O)Nc2cccc(C(=O)OCc3cc(=O)n4nc(C5CC5)sc4n3)c2)c1	3.7µM*	?	-1%
Cc1c(NS(C)(=O)=O)cccc1-c1nc2ccccc2s1	?	?	1%
Cc1ccc(NC(=O)CN2C(=O)COc3ccc(S(=O)(=O)N4CCCCCC4)cc32)cc1C	15µM*	?	-13%
CC12CCC(C(=O)NCc3cccnc3)(OC1=O)C2(C)C (stereo not drawn)	2%	9%	2%
Cc1nn(Cc2ccccc2)c(C)c1NC(=O)CSc1nc(C2CC2)nc2c1cnn2-c1ccccc1	16µM*	16µM*	5%
FC(F)(F)c1cnc(Sc2ncn[nH]2)c(Cl)c1	0%	4%	-1%
CCOC(=O)N(Cc1ccccc1)C(C(=O)O)C(C(=O)O)N(Cc1ccccc1)C(=O)OCC (stereo not drawn)	-7%	-17%	-7%
CC1(C(=O)NS(=O)(=O)c2cccc(F)c2)CCN1C(=O)Cc1cccc2ccccc12 (stereo not drawn)	3%	-2%	/
CC(NCC(=O)Nc1ccccc1C(=O)NC1CC1)c1ccc(S(N)(=O)=O)cc1 (stereo not drawn)	1%	-13%	2%
COc1ccccc1NS(=O)(=O)c1cccc2cccnc12	-10%	-9%	5%

2 entries from above, reformatted.
compound: CCOC(=O)N(Cc1ccccc1)C(C(=O)O)C(C(=O)O)N(Cc1ccccc1)C(=O)OCC (stereo not drawn)
  DT40 TDP1 no CPT = -7%
  TDP1 cell CPT = -17%
  TDP1 inh = -7%

compound: CC1(C(=O)NS(=O)(=O)c2cccc(F)c2)CCN1C(=O)Cc1cccc2ccccc12 (stereo not drawn)
  DT40 TDP1 no CPT = 3%
  TDP1 cell CPT = -2%
  TDP1 inh = /

Remaining list, next part
SMILES	DT40 TDP1 no CPT	TDP1 cell CPT	TDP1 inh
Cc1ccc(CNC(=O)NCc2noc3ccc(C)cc23)cc1	?	?	3%
CCc1ccc(-n2c(CSc3nnnn3-c3ccccc3)nc3ccccc3c2=O)cc1	18µM*	?	3%
COc1nc(-c2ccccc2)c2cc(Br)ccc2n1	-13%	-5%	/
CC1=C(C(=O)Nc2cccc(Cl)c2)C2(CCCCCC2)OC1=O	?	?	6%
O=C(NCC(c1ccccc1)c1ccccc1)c1nn(-c2ccccc2F)nc1CO	?	-17%	2%
CCCCNC(=O)[C@@H]1CSC2c3ccccc3C(=O)N21 (stereo partly drawn)	-9%	-12%	/
CN(c1cccc(NC(=O)c2ccccc2N(C)S(=O)(=O)c2ccccc2)c1)S(C)(=O)=O	?	?	1%
CCCN1C[C@H](CSC)C[C@@H]2c3cccc4[nH]cc(c34)C[C@H]21	?	?	10%[56.1 µM]
Cc1cccc(NC(=S)N(CCCN2CCOCC2)C(C)c2cc3ccccc3o2)c1C (stereo not drawn)	-22%	-18%	5%
CNc1nc(C)c(C(=O)OCC(=O)OC)s1	0%	7%	7%
COc1ccc(/[N+]([O-])=C/c2ccco2)cc1	16µM*	15µM*	2%
O=c1oc2ccccc2cc1-c1ccc(O)cc1O	-26%	?	0%
COc1ccc(OC)c(NC(=O)CSC2=NCCS2)c1	-4%	3%	-5%
Cc1cc(S(=O)(=O)c2ccc([N+](=O)[O-])cn2)ccc1Br	0.33µM*	0.33µM*	/
CC1(C(=O)O)CC(C)(C(=O)O)CC(C)(C(=O)O)C1 (stereo not drawn)	1%	-6%	8%

By substructure, the compounds so far containing a Cl atom.
SMILES	DT40 TDP1 no CPT	TDP1 cell CPT	TDP1 inh
O=C(COC(=O)C1CC2C=CC1C2)NCc1ccccc1Cl (stereo not drawn)	-4%	4%	-10%
FC(F)(F)c1cnc(Sc2ncn[nH]2)c(Cl)c1	0%	4%	-1%
CC1=C(C(=O)Nc2cccc(Cl)c2)C2(CCCCCC2)OC1=O	?	?	6%

Next entries.
SMILES	DT40 TDP1 no CPT	TDP1 cell CPT	TDP1 inh
Cc1nnc(NC(=O)CN2CC(C)OC(C)C2)s1 (stereo not drawn)	10%	-15%	5%
COc1cccc(/C(C#N)=C/c2c(-c3ccc(Cl)cc3)nc3c(C)cccn23)c1	18µM*	21µM*	8%
Cc1ccc(N/C=C/c2onc(C)c2[N+](=O)[O-])cc1	?	-26%	/
O=C(CCCCCNC(=O)N1CCn2c1nc1ccccc12)NCc1ccccc1	?	?	-1%
CC(=O)Nc1ccc(C2CC(c3ccc(Cl)cc3)=NN2c2ccccc2)cc1 (stereo not drawn)	?	-29%	/
Oc1cc(NCc2cccnc2)ccc1-c1nc2ccccc2o1	?	?	6%
COc1ccc(C(=O)NCCNc2nc3ccc(C)cc3cc2C#N)cc1	?	-13%	/
Cc1csc(Cn2c(CN(C)C)nc3ccccc3c2=O)n1	-10%	-15%	2%
COCCN(C(=O)c1ccccc1)c1nnc(-c2cccnc2)s1	-23%	1%	3%
C=CCc1cccc(/C=N/NC(=O)CNc2ccccc2)c1O	5.2µM*	21µM*	8%
CNC(=O)COc1coc(CN2CCN(Cc3ccccc3)CC2)cc1=O	-1%	8%	3%
CS(=O)(=O)N(CC(=O)N1CCCCC1)c1sc2c(c1C#N)CCCC2	?	?	6%
COCCCNc1nc(N)c([N+](=O)[O-])c(N2CCCCCC2)n1	-6%	-30%	/
COc1ccc(/C=N/Nc2ccc([N+](=O)[O-])cc2)cc1O	?	?	/
CC(C)NCCOCCSc1ccc(Cl)cc1	?	-25%	0%
COc1cc(/C=C/C(=O)NCCc2ccc(S(N)(=O)=O)cc2)ccc1OCC#N	-29%	18µM*	/
O=C(Nc1ccc2c(c1)OCCO2)C1CC(c2ccc(F)cc2)=NO1 (stereo not drawn)	3%	1%	/
O=C(Nc1ccccc1Cl)c1ccc(-n2cccn2)c([N+](=O)[O-])c1	-16%	2%	8%
Cc1cc(C)c2sc(NC(=O)C3=COCCO3)nc2c1	-15%	-11%	7%
CC(=O)Nc1ccc(S(=O)(=O)N2CCN=C2SCc2ccccc2C)cc1	16µM*	?	3%
CC(C)C[C@H](NC(=O)OC(C)(C)C)C(=O)N[C@@H](CO)[C@H](O)[C@@H]1C[C@@H]1C(=O)N(C)C	-9%	3%	/
CCOc1nc(NCCO)nc(Nc2ccccc2F)n1	11%	9%	2%
COc1cc(/C=N/NC(=O)Cn2cnc3ccccc3c2=O)ccc1O	-5%	-23%	-1%
O=C(/C=C/[C@H]1O[C@@H](n2cnc3c(NC(=O)c4ccccc4)ncnc32)[C@H](O)[C@@H]1O)N[C@@H](CO)Cc1c[nH]c2ccccc12	2%	-2%	/
COc1ccc(CNC(=O)CCCN2C(=O)CCn3nc(-c4cn(C)c5ccccc45)cc32)cc1	?	-27%	1%
Cc1cc2ncn(CC(O)COc3cccc(C(=O)O)c3)c2cc1C (stereo not drawn)	7%	-15%	4%
Cc1ccc(C)c(NC(=O)c2ccccn2)c1	-16%	?	7%
COc1cc(C2C(C#N)=C(N)Oc3n[nH]c(-c4ccncc4)c32)cc(OC)c1OC (stereo not drawn)	-2%	-2%	5%
Cc1ccccc1-n1nnnc1SCC(=O)N(C)C1CCS(=O)(=O)C1 (stereo not drawn)	5%	24%	-5%
COc1cccc(C(=O)NC2CCCC2)c1	-9%	-2%	8%
C/C(CC(=O)NCCCN1CCOCC1)=N\NC(=O)COc1ccc(C)cc1	32%[activator]	-15%	1%
O=c1c2ccccc2nnn1CSc1nnc2ccccn12	-1%	-4%	-2%
CCOC(=O)C1=C(C)NC(C)=C(C(=O)OC)C1c1ccco1 (stereo not drawn)	-9%	55%[activator]	3%
COC(=O)c1cccc(S(=O)(=O)N2CCOCC2)c1	5%&-6%	0%&-3%	0%&-4%
O=C(O)C1=C[C@H](c2coc3ccccc3c2=O)C[C@H](OCc2ccc(CO)cc2)O1	2%	-2%	1%
CCOC(=O)c1ccc(NC(=O)c2ccc3c(c2)NC(=O)c2ccccc2S3)cc1	0%	-19%	5%
Cc1cc(C)c(OCC(=O)Nc2nc3ccccc3[nH]2)c(C)c1	-3%	6%	-1%
Cn1c(SCC(=O)Nc2ccc3nc(SCC(=O)NC4CC4)sc3c2)nnc1-c1ccccc1	?	-3%	-4%
NS(=O)(=O)c1ccc(CCNC(=O)CSCc2ccccc2)cc1	0%	-1%	5%
Cc1cccc(OCC(=O)Nc2ccc3c4c(cccc24)CC3)c1C	8.2µM*	12µM*	3%
Nc1nc2ncccn2c1-c1ccc(C(F)(F)F)cc1	-18%	8%	/
C[C@H]1CN(S(=O)C(C)(C)C)[C@@H](CCO)/C1=C\CCO (stereo partly drawn)	-1%	-1%	/
Cc1cc(NC(=O)CCC(=O)N(Cc2ccccc2)C(C(=O)NC2CCCC2)c2ccc(C)o2)no1 (stereo not drawn)	-28%	-23%	/
O=C(CSc1ccc2ccccc2n1)Nc1ccc(N2CCOCC2)cc1	-12%	22%	-3%
COc1cc(CN2CCCC(C)C2)ccc1OCc1ccccc1 (stereo not drawn)	?	-29%	/
CC(c1ccccc1F)n1cc(C(=O)NCc2ccncc2)nn1 (stereo not drawn)	-11%	-2%	3%
Cc1ccc([N+](=O)[O-])cc1NC(=S)NC(=O)c1cccs1	-8%	-15%	3%
CC(C)NC(=O)Cn1ncn2c(cc3cc(F)ccc32)c1=O	20%	20%	8%
COc1cccc(/C=C/C(=O)N2CCN(S(=O)(=O)c3ccccc3)CC2)c1OC	-2%	-28%	3%
CCN1CCCc2cc(CN(CCN3CCOCC3)C(=S)Nc3cccc(OC)c3)ccc21	21µM*	?	11%
CCOC(=O)C1CCCN(Cc2ccc(O)c(OC)c2)C1 (stereo not drawn)	-2%	-10%	-12%
COc1ccc(S(=O)(=O)NCc2ccco2)c2ccccc12	-8%	2%	4%
O=C(NCc1ccco1)C(=O)NCC1OCCN1S(=O)(=O)c1ccc(Br)cc1 (stereo not drawn)	-3%	1%	0%
CCOC(=O)c1noc2nc(C)n(CC(=O)NC(C)CC)c(=O)c12 (stereo not drawn)	?	-9%	7%
O=C(NCCc1nc(-c2ccccc2)no1)c1ccccc1	-4%	-10%	/
COc1ccc(Oc2ncc3nc(-c4cc(F)cc(F)c4)c(=O)n(C[C@H]4CCCO4)c3n2)cc1	-13%	?	/
O=C(N[C@@H]1c2ccccc2C2(CCN(Cc3c(O)ccc4ccccc34)CC2)[C@H]1O)c1ccccc1	-24%	-11%	/
COc1ccccc1CCNC(=O)C(=O)NCC1OCCN1S(=O)(=O)c1ccc(OC)c(OC)c1 (stereo not drawn)	-28%	?	/
O=C(C[C@H]1C[C@H](C(=O)N2CCCCC2)[C@@]2(CCc3ccccc3)c3[nH]c4ccc(Cl)cc4c3CCN2C1=O)NCCN1CCOCC1	-3%	-9%	0%[56.1 µM]
Nc1ccc(C(=O)OCc2nc3cc4ccccc4cc3[nH]2)cc1	-18%	-7%	5%
Additional results follow.
SMILES	DT40 TDP1 no CPT	TDP1 cell CPT	TDP1 inh
Cc1ccc(C(=O)NCCSCc2ccc(Cl)cc2Cl)cc1[N+](=O)[O-]	?	-1%	5%
O=C(c1ncn2c1c(=O)[nH]c1ccccc12)N1CCc2ccccc2C1	-21%	-2%	/
Cc1cc(NC(=O)COC(=O)c2cccc(OCc3ccccc3)c2)no1	-21%	-4%	3%
Cc1cc(N/N=C/c2cccc(Cl)c2)nc(-n2nc(C)cc2C)n1	0.82µM*	0.58µM*	/
O=C(Cn1cnc2c(nnn2Cc2ccc(F)cc2)c1=O)NC1CCCC1	-5%	-20%	3%
O=C(NCc1ccccn1)c1cccc(S(=O)(=O)Nc2ccc(F)cc2)c1	-29%	-28%	0%
COc1ccc(/C=C2\CCc3ccccc3C2=O)c(OC)c1OC	21µM*	23µM*	-1%

Complete entries as entered above:
Shown for Cc1ccc(C(=O)NCCSCc2ccc(Cl)cc2Cl)cc1[N+](=O)[O-] : DT40 TDP1 no CPT = ?; TDP1 cell CPT = -1%; TDP1 inh = 5%
Shown for Cc1cc(NC(=O)COC(=O)c2cccc(OCc3ccccc3)c2)no1 : DT40 TDP1 no CPT = -21%; TDP1 cell CPT = -4%; TDP1 inh = 3%
Shown for O=C(c1ncn2c1c(=O)[nH]c1ccccc12)N1CCc2ccccc2C1 : DT40 TDP1 no CPT = -21%; TDP1 cell CPT = -2%; TDP1 inh = /
